HTR5A inv ctr: HTR5A inverse agonism, opioid heterodimer counter-screen | actives 0.083% (n = 340,000) | HTR5A cell line, luminescence | inhibition, % at 9.3 µM | P47898; in the data active means inhibition mostly above about 23%, no sharp cut-off; inactive means mostly below about 18%;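 further: 0% = cells with DMSO and 100% = no-cell wells with DMSO; some compounds called inactive have numbers as strong as hits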
Target sequence (P47898 whole entry, looked up): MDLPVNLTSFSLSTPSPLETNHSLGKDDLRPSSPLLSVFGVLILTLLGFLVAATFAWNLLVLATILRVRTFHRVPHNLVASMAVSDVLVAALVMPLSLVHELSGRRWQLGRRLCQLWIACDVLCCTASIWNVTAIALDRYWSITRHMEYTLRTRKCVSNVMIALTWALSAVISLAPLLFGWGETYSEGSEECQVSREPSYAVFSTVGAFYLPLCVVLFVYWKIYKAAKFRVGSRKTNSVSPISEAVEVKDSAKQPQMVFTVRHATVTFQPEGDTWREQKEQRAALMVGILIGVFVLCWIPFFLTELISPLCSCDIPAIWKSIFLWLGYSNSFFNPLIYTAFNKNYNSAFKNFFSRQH
CAL PDZ FP: CAL PDZ (human) peptide binding inhibition. actives 0.92% (n = 300,000). inhibition, % at 24.9 µM. purified CAL PDZ, TMR-peptide fluorescence polarization, 1 h. Q9HD26;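 active means mean inhibition of at least 30% with at least half of replicates also reaching 30%; inconclusive means no clear call, values can overlap the other calls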;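 further: 0% = DMSO neutral control and 100% = excess unlabeled competitor peptide PRC23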
Keap1 Nrf2 FP: Keap1-Nrf2 (human) interaction inhibition; Q14145; Keap1 Kelch-Nrf2 peptide fluorescence polarization, 1536-well; inhibition, % at 9.4 µM; actives 0.15% (n = 340,000); AID 504523; in the data active means inhibition above about 12%; inconclusive means no clear call, values can overlap the other calls; inactive means below about 7.3%;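 further: human Keap1 Kelch domain with fluorescein labeled Nrf2 9mer peptide probe; 0% = neutral control wells and 100% = peptide positive control; higher means more block of Keap1 binding to Nrf2 peptide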
Target sequence (Q14145 whole entry, looked up, the tested form may be a part): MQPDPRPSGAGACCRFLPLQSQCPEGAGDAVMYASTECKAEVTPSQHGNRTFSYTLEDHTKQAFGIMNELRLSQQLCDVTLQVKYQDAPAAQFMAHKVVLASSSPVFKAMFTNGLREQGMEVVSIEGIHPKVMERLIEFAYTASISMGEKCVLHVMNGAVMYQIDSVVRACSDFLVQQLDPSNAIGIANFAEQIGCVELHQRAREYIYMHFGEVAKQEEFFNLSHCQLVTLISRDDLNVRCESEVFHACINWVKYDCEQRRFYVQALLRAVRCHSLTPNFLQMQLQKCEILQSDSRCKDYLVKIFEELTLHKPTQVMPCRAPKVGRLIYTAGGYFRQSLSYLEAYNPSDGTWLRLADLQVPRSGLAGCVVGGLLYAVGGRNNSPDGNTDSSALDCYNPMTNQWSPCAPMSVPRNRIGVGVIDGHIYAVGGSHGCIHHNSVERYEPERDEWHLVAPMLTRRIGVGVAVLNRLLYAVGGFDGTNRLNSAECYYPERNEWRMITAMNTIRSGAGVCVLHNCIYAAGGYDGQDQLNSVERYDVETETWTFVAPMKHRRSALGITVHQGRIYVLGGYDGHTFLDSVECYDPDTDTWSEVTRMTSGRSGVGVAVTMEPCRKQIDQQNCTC
Cardiac RTF inh: cardiac RTF calcium desensitization | IANBD-labeled cardiac RTF, Ca2+ fluorescence | inhibition, % at 7.15 µM | actives 0.12% (n = 340,000);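 active means inhibition above the mean inhibition of all tested compounds plus 3 SD, cut at about 17% in these data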;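 further: assay run at fixed EC70 calcium of 1.6 mM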
LANA DNA inh: KSHV C-LANA DNA binding inhibition. MBP-C-LANA/FAM-LBS DNA binding, fluorescence polarization. inhibition, % at 9 µM. actives 0.078% (n = 340,000);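 active means highest replicate inhibition at or above 60% at 9 µM, even if other replicates fall short; inactive means all replicates below 60% inhibition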;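 further: 0% = neutral control wells and 100% = 4 µM acridine orange control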
cardiac RTF act: cardiac RTF calcium sensitization | P19429+P45379 | IANBD-labeled TnC RTF fluorescence at EC20 calcium; 0% EC20 calcium, 100% full calcium | activation, % at 7.2 µM | actives 0.24% (n = 340,000);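 active means activation above the mean over all tested compounds plus 3 SD, cut at about 30% in these data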;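 further: rise in fluorescence read as greater calcium sensitivity of cardiac thin filaments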
MOR-DOR inv ag: inverse agonist of human OPRM1-OPRD1 heterodimerization; P35372+P41143; cell-based MOR-DOR heterodimer luminescence, inverse agonism; inhibition, % at 9.3 µM; actives 0.21% (n = 340,000); in the data active means inhibition above about 22%, passing the limit was not always enough;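 further: 0% = cells with DMSO and 100% = wells without cells with DMSO; values of inactives mirror those of a sister screen read the other way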
MOR-DOR ag: agonists of human mu-delta opioid receptor heterodimerization. cells, OPRM1-OPRD1 heterodimerization, luminescence. activation, % at 9.3 µM. actives 0.3% (n = 340,000). AID 504326; in the data active means activation above about 18%;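 further: 0% = vehicle-treated cells and 100% = reference agonist; values of inactives mirror those of a sister screen read the other way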
V-ATPase pHluor: alters yeast V-ATPase proton transport. S. cerevisiae, pHLuorin cytosolic pH fluorescence. response, % at 10 µM. actives 0.37% (n = 350,000). AID 504577; in the data active means response mostly above about 7.3%, no sharp cut-off; inactive means mostly below about 5.4%; further: actives read high; inactives centre near 0; some compounds called inactive have numbers as strong as hits; reference of the scale not given here
HTR5A ag ctr: counter-screen for OPRM1-OPRD1 agonists: human HTR5A agonism. HTR5A agonist assay, luminescence, cell-based. P47898. actives 0.61% (n = 340,000). activation, % at 9.3 µM; in the data active means activation mostly above about 9.5%, no sharp cut-off; inactive means mostly below about 7.6%;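 further: 0% = cells with vehicle only and 100% = reference agonist; strong numbers were not always called active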
Starred values were filed as active, the others as inactive; ? = inconclusive; . = not tested or not shown; & = joins results of further samples.

SMILES	HTR5A inv ctr	CAL PDZ FP	Keap1 Nrf2 FP	Cardiac RTF inh	LANA DNA inh	cardiac RTF act	MOR-DOR inv ag	MOR-DOR ag	V-ATPase pHluor	HTR5A ag ctr
CCOCCCNC(=S)N1CCCN(c2nc3cc(C)c(C)cc3cc2C#N)CC1	-19	.	-1	-1	0.1	2	3	-0.5	-3	5
CCC(C)N1CC(=O)N2C(c3ccc(OC)cc3OC)c3[nH]c4ccccc4c3C[C@H]2C1=O (some centres not stated)	-19	-6	-4	-9	0.4	10	4	-0.9	3	5
CSc1nc(O)c(/C=C2\C=Nc3ccccc32)[nH]1	-7	-6	-3	-9	-0.2	-2	-5	1.0	1	-1
Cc1cccc2c1N(CCOc1ccc(C(C)(C)C)cc1)C(=O)C2=O	5	-1	-3	1	-0.1	-5	36*	-5.9	-4	-2
CCN1C[C@@H]2[C@@H]3C(=O)N(Cc4ccccc4)C(=O)[C@@H]3[C@](C)(C1=O)N2C(=O)c1ccccc1	-40	1	-5	-14	1.4	2	11	-1.9	0	14
CCn1cc(C(=O)Nc2ccc(NC(=O)c3ccco3)cc2)c(=O)c2ccc(C)nc21	-11	-1	1	6	-0.6	2	10	-1.8	-2	5
CCCC(=O)c1ccc(N2CCCCCC2)c(F)c1	10	.	-3	0	0.8	-11	5	-1.1	0	9
CCOc1cc(/C=C/C(=O)O)ccc1OCCOc1ccccc1	-17	-21	-3	0	0.5	-3	-16	2.0	0	6
Cc1ccc(C(=O)CSc2ncnc3sc4c(c23)CCCC4)cc1	-6	-3	3	-7	2.1	4	21	-3.6	-4	-5
CCNC(=S)Nc1ccc(Cl)cc1Cl	-32	2	-2	-6	1.9	8	-19	3.5	-3	9
COc1nc(N)nc(N)c1NS(=O)(=O)c1ccc(C)cc1	-4	-1	4	-2	1.7	0	15	-2.7	0	1
Fc1ccccc1Nc1nc2ccccc2n2nnnc12	-37	.	-3	-12	0.0	0	-37	6.3	5	13
CCn1c2ccccc2c2cc(NC(=O)c3ccc(C)c([N+](=O)[O-])c3)ccc21	-20	-1	-3	-3	-1.6	-1	2	-0.4	2	1
CCOC(=O)C1=C(c2ccccc2)N=c2s/c(=C\c3cc(OC)c(OC)c(OC)c3)c(=O)n2C1c1cccs1 (configuration not stated)	21	-1	-3	-23	0.1	10	9	-1.7	6	-1
COc1ccc(NC(C)=O)cc1NC(=O)CSc1nnc(-c2ccc(F)cc2)n1N	12	-1	-4	-5	-2.8	7	11	-2.3	-2	0
CC1(C)NC(=O)N(CCOCCOc2c(Cl)cc(Cl)cc2Cl)C1=O	-14	0	-4	1	-0.4	0	20	-4.6	5	5
COP(=O)(OC)C(Nc1ccc(C)cc1)c1ccc([N+](=O)[O-])cc1 (configuration not stated)	5	-3	-1	-4	-3.9	6	13	-2.5	9	-2
CCN(CC)CCN1C(=O)Cn2c(C)c(C)c3cccc1c32	14&-20	6&-4	-8&-4	-18&-9	-0.9&-1.6	5&7	15&-7	-2.0&1.3	-2&6	-4&8
S=C(NCCN1CCOCC1)C(=S)NCCN1CCOCC1	-12	1	-7	4	-0.3	0	10	-2.2	0	3
NS(=O)(=O)c1ccc(NC(=O)CSc2nc(Nc3ccccc3)nc(N3CCOCC3)n2)cc1	-7	-5	-3	-1	-0.4	-7	7	-1.1	0	4
CCN1C[C@@H]2[C@@H]3C(=O)N(C)C(=O)[C@@H]3[C@](Cc3ccccc3)(C1=O)N2C(=O)c1ccc(Br)cc1	-27	2	-1	-23	2.8	4	-1	0.1	5	9
COc1ccccc1NC(=O)C(=O)NCC(c1ccco1)N1CCc2ccccc2C1 (configuration not stated)	0	3	5	2	-0.5	-4	-2	0.4	3	0
Cc1nc2c(s1)sc1ccccc12	-6	-8	-3	0	-0.4	2	15	-2.5	-3	0
NCc1ccc2[nH]c(=O)[nH]c2c1	13	1	-3	-4	-0.5	-3	12	-2.6	1	-5
O=C(CSCc1ccccc1)Nc1cccc(F)c1	-11	-4	-5	-9	-0.2	-8	-7	1.1	3	-1
O=C1CCC([N+](=O)[O-])C(c2ccc(F)c(Br)c2)N1 (configuration not stated)	-9	-5	0	-7	-3.5	-3	6	-1.4	1	2
COc1ccc(C)cc1-n1nnnc1SCC(=O)Nc1cccnc1Cl	23	-3	-4	-2	1.0	3	-1	0.2	-1	-1
CCn1c(=O)c2c(nc3n2CCS3)n(C)c1=O	-12	-2	-7	-1	0.6	5	8	-1.3	-5	1
CCCn1cc(S(=O)(=O)c2ccc(Cl)cc2)c(=O)c2cc(OC)ccc21	-4	-4	0	0	0.4	-4	17	-3.5	-4	-2
Nc1ccc(-c2nnn(CC(=O)N3CCCCC3)n2)cc1	-15	-3	-4	-2	-2.6	-1	8	-1.4	6	3
O=c1c2ccccc2cnn1-c1ccc(Cl)cc1	-11	0	-4	-4	0.3	2	12	-2.5	-7	5
Cc1cccc(C(=O)N[C@@H]2c3ccccc3C[C@@H]2O)n1	-11	6	-3	3	0.7	-2	16	-3.5	0	3
Cc1ccc(N(CC(=O)NCC2CCCO2)C(=O)CNS(=O)(=O)c2ccc(Cl)cc2)cc1 (configuration not stated)	-22	-4	1	-13	-0.7	-8	0	0.1	8	8
CC1CCN(C(=O)C(=O)c2cn(CC(=O)N3CCCC3)c3ccccc23)CC1	9	-4	0	-3	-0.4	-3	17	-3.0	4	7
Cc1nnc(-c2cnn(C)c2N)n1Cc1ccc(Cl)cc1	5	-1	-2	5	-1.3	-2	1	-0.3	2	3
O=C(Nc1cccc(S(=O)(=O)NC2=NCCC2)c1)c1cn(-c2ccccc2)nc1-c1ccc(F)cc1	2	-9	-3	-5	0.2	2	7	-1.7	-1	-1
CNc1nc(-c2c(C)[nH]c3ccc(OC)cc23)cs1	12	-3	?	-2	-5.6	-4	-2	0.3	-2	-3
CC1CC(C)CN(S(=O)(=O)c2ccc(NC(=O)CN3C(=O)NC(C)(c4ccccc4)C3=O)cc2)C1 (configuration not stated)	-2	-2	3	0	0.8	-4	0	0.1	-2	0
CCn1c(SCC(=O)N2CCN(c3ccccc3F)CC2)nnc1-c1ccoc1C	-1	-1	-3	-6	-0.4	4	18	-3.1	4	-1
Cc1ccc2[nH]c(=O)c3cc(C(=O)NCC4CCCO4)sc3c2c1 (configuration not stated)	2	1	-7	-12	0.7	5	14	-2.4	-2	-1
COc1cccc(C(=O)N2CCN(C3CCCCC3)CC2)c1	-2	1	-2	4	-1.4	2	13	-2.6	-1	0
O=C(Oc1cccc(-n2cnnn2)c1)c1sc2ccccc2c1Cl	-1	-3	5	2	-0.3	4	14	-2.5	-4	2
O=[N+]([O-])c1ccc(/C=N/Nc2nc(N3CCCCC3)nc(N3CCCCC3)n2)cc1	5	2	0	9	-0.2	-8	6	-1.2	0	5
O=C(Nc1cccc2ccccc12)C1CCN(C(=O)Cc2ccccc2)CC1	-4	-4	-5	2	1.1	1	-15	2.6	5	0
C#CCCc1cscc1/C=[N+](\[O-])c1ccc(C(=O)OCC)cc1	-7	2	-1	-3	-1.5	-4	11	-2.0	1	-6
CCN(CC)S(=O)(=O)c1cccc(-c2nnc(-c3ccc(C)cc3)o2)c1	-5	0	-3	-3	0.0	1	3	-0.6	-1	2
CCCNC(=O)N(CCOC)CC1CCCN(C2Cc3ccccc3C2)C1 (configuration not stated)	-1	3	0	-4	0.9	3	5	-0.9	-4	3
COc1ccc(-c2nc3n(n2)C(c2ccccc2Cl)C(C(N)=O)=C(C)N3)cc1 (configuration not stated)	4	.	0	-8	0.2	4	5	-1.0	-6	-2

Among those listed so far, these have an aryl methoxy group:
SMILES	HTR5A inv ctr	CAL PDZ FP	Keap1 Nrf2 FP	Cardiac RTF inh	LANA DNA inh	cardiac RTF act	MOR-DOR inv ag	MOR-DOR ag	V-ATPase pHluor	HTR5A ag ctr
CCC(C)N1CC(=O)N2C(c3ccc(OC)cc3OC)c3[nH]c4ccccc4c3C[C@H]2C1=O (some centres not stated)	-19	-6	-4	-9	0.4	10	4	-0.9	3	5
COc1nc(N)nc(N)c1NS(=O)(=O)c1ccc(C)cc1	-4	-1	4	-2	1.7	0	15	-2.7	0	1
CCOC(=O)C1=C(c2ccccc2)N=c2s/c(=C\c3cc(OC)c(OC)c(OC)c3)c(=O)n2C1c1cccs1 (configuration not stated)	21	-1	-3	-23	0.1	10	9	-1.7	6	-1
COc1ccc(NC(C)=O)cc1NC(=O)CSc1nnc(-c2ccc(F)cc2)n1N	12	-1	-4	-5	-2.8	7	11	-2.3	-2	0
COc1ccccc1NC(=O)C(=O)NCC(c1ccco1)N1CCc2ccccc2C1 (configuration not stated)	0	3	5	2	-0.5	-4	-2	0.4	3	0
COc1ccc(C)cc1-n1nnnc1SCC(=O)Nc1cccnc1Cl	23	-3	-4	-2	1.0	3	-1	0.2	-1	-1
CCCn1cc(S(=O)(=O)c2ccc(Cl)cc2)c(=O)c2cc(OC)ccc21	-4	-4	0	0	0.4	-4	17	-3.5	-4	-2
CNc1nc(-c2c(C)[nH]c3ccc(OC)cc23)cs1	12	-3	?	-2	-5.6	-4	-2	0.3	-2	-3
COc1cccc(C(=O)N2CCN(C3CCCCC3)CC2)c1	-2	1	-2	4	-1.4	2	13	-2.6	-1	0
COc1ccc(-c2nc3n(n2)C(c2ccccc2Cl)C(C(N)=O)=C(C)N3)cc1 (configuration not stated)	4	.	0	-8	0.2	4	5	-1.0	-6	-2

Screens (PubChem)

An unsorted share of the library; any-hit rate near 2.8%.
